Assay outcomes (PubChem)
HTR1A agonist – human 5-HT1a receptor agonists, primary screen, cell-based, CHO, Ga15 NFAT-bla reporter | 5-hydroxytryptamine receptor 1A (Homo sapiens), P08908 | CHO 5-HT1a Ga15 NFAT-bla reporter, FRET ratio; 0% basal, 100% maximal reference agonist | activation, % at 10 µM | 65,000 compounds, 0.56% hits;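 active = activation above the screen-wide mean activation plus 3 SD, cut at about 19% in these data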;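 also: 0% = DMSO wells and 100% = 5-CT at EC100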
Target sequence (P08908 whole entry, looked up): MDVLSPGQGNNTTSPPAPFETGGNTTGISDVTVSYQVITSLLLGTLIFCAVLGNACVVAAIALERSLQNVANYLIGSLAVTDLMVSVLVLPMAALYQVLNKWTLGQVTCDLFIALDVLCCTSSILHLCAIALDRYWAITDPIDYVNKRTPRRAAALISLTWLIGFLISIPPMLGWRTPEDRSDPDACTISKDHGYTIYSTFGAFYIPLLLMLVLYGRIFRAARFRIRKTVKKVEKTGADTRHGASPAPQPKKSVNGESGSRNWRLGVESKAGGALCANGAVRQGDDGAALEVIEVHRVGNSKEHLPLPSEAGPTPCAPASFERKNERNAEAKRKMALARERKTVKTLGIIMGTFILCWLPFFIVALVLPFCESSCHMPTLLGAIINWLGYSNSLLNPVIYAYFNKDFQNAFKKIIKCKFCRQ
HER2 expr 66K – inhibitors of Her2 protein expression, primary screen, SKBR-3 cells, AlphaScreen, 66K library. SKBR-3 HER2 protein level, 18-24 h; stronger effect = lower value. HER2 level % of control, % at 10 µM. 65,000 compounds, 0.69% hits;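 active = HER2 level under 5% of the carrier-only control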;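 also: 100% = DMSO carrier and 0% = 500 nM PU-H71 HSP90 inhibitor; lower value means stronger loss of Her2 protein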
NADH enzymes – inhibitors of PK/LDH coupling enzymes, profiling panel, artefact control, biochemical, MLSMR library; coupled PK/LDH NADH assays, four targets; IC50, µM (series often up to 10 µM), without a hit: at the highest dose inhibition; 65,000 compounds, 0.02% hits;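 active = single-dose screening hits from any of four coupled enzyme assays that gave an IC50 when retested across doses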;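 also: the DPM-DC format reads NADH fluorescence rather than 340 nm absorbance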
M1 antagonist – antagonists of rat M1 muscarinic receptor; Muscarinic acetylcholine receptor M1 (Rattus norvegicus), P08482; AID 628, 2007; B-score at 10 µM; CHO-M1 cells, Fluo-4 calcium, ACh EC80 antagonist mode; stronger effect = lower value; 64,000 compounds, 3.4% hits;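 active = calcium fluorescence response, raw or row-and-column corrected B-score, differing from the plate sample mean either way at a set confidence level, mostly lower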
Target sequence (P08482 whole entry, looked up): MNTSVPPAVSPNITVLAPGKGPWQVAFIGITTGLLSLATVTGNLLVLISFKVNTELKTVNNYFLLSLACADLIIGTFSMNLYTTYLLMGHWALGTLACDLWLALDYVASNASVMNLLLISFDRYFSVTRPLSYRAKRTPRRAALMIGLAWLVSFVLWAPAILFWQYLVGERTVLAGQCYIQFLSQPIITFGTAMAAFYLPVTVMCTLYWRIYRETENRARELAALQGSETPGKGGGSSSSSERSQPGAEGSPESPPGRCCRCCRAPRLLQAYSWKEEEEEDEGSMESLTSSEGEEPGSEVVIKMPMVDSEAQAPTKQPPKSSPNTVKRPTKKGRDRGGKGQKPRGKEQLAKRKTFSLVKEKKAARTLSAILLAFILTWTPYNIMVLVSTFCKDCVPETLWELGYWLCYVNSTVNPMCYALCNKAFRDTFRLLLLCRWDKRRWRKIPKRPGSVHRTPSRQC
Ec RNAP inh – E. coli RNAP inhibitors, biochemical | E. coli RNA polymerase, fluorescence transcription assay | inhibition, %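 (tested at 10 µM)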 | 62,000 compounds, 0.2% hits | AID 559, 2006; in the data active = inhibition above about 20%;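 also: 0% = enzyme without compound and 100% = no enzyme blank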
D1 allo mod – D1 CRE-luciferase signal change, two-sided – cell-based, HEK293 D1, dopamine EC30, D1 allosteric modulator project, primary screen; D(1A) dopamine receptor (Homo sapiens), P21728; dopamine EC30 potentiation; actives deviate in either direction; B-score at 10 µM; 58,000 compounds, 5.9% hits; AID 641, 2007;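 active = luminescence count or its row- and column-corrected plate score outside the 99.7% band of the plate's sample wells, on either side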
Hsp90 block – tumor Hsp90 inhibitors, primary screen, cell lysate, fluorescence polarization, NCI-N417 lysate. Heat shock protein HSP 90-alpha (Homo sapiens), P07900. Cy3B-geldanamycin FP displacement. inhibition, % at 30 µM. 64,000 compounds, 0.35% hits;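 active = inhibition above 50%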;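 also: 0% = tracer plus lysate wells and 100% = tracer alone without lysate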
M1 ag – M1 muscarinic receptor agonists, primary screen, CHO-M1 cells, Fluo-4 calcium, agonist mode | Fluo-4 calcium fluorescence; stronger effect = higher value | 64,000 compounds, 3% hits | Muscarinic acetylcholine receptor M1 | B-score at 10 µM;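 active = fluorescence rise, raw or as B-score row- and column-corrected plate score, outside the 99.7% band of its plate's samples, either direction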
Autofluor 339 – intrinsic fluorescence of library compounds, ex339/em460 – biochemical, MLSMR library, data from DPM-DC assay, artefact control, profiling panel; compound autofluorescence, ex339/em460 nm, NADH buffer; stronger effect = higher value; 1 = no-compound wells, NADH background; AID 709, 2007; 65,000 compounds, 5.5% hits; fluorescence fold increase at 10 µM;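 active = at 10 µM, mean starting fluorescence two-fold or more over control wells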;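 also: signal is the first read of a kinetic run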
* = called active by the depositor; / = no result given; [ ] = remark or other dose.

No.	molecule	HTR1A agonist	HER2 expr 66K	NADH enzymes	M1 antagonist	Ec RNAP inh
1	CCn1c(SCC(=O)Nc2cccc(C)c2)nc2c(c1=O)SC(C)C2 (centres undefined)	-0.9	55	2%	0.12	-2
2	CCC(CC)n1[nH]c(=O)cc1N	-2.6	117	3%	0.079	/
3	CCOC(=O)N1CCN(C(=O)CCN2C(=O)COc3ccc(C)cc32)CC1	-2.2	98	3%	0.39	0
4	Cc1ccc(C)c(N2CCN(C(=O)c3cc4sccc4n3C)CC2)c1	-1.2	67	3%	0.37	/
5	COc1ccc(OC)c(C2/C(=C(\O)c3ccc(OC)c(Cl)c3)C(=O)C(=O)N2CCN(C)C)c1 (centres undefined)	-0.1	106	3%	-0.51	6
6	O=C(Nc1ccc(OCC(=O)N2CCN(S(=O)(=O)c3ccccc3)CC2)cc1)c1ccco1	-1.0	96	6%	0.68	6
7	O=C(Cn1nnc2ccccc21)NC1CCCCC1	-5.8	142	9%	0.0098	11
8	N/C(CCCN1CCCCC1)=N/O	-3.5	96	11%	-0.34	-8

No.	D1 allo mod	Hsp90 block	M1 ag	Autofluor 339
1	2.1	1	1.3	1
2	/	-4	-0.55	1.1
3	-0.51	-2	0.55	1.1
4	-0.025	-1	-0.57	1.2
5	-0.052	-2	-0.59	1.1
6	1.1	-1	-0.6	1.1
7	0.58	-1	0.56	1.1
8	-0.023	3	0.059	1.1

Next results.
No.	molecule	HTR1A agonist	HER2 expr 66K	NADH enzymes	M1 antagonist	Ec RNAP inh
9	O=C(NCc1cccnc1)C(C(=O)c1ccc(F)cc1)n1ccccc1=O (centres undefined)	-3.4	58	5%	1.6	6
10	COc1cccc(OCCn2cc(C(=O)c3ccco3)c3ccccc32)c1	-0.1	84	3%	-0.058	4
11	O=C(NCC(=O)N(Cc1ccccc1)C(C(=O)NC1CCCC1)c1ccco1)c1ccco1 (centres undefined)	0.5	100	3%	-1.5	10
12	O=C(CN1C(=O)c2ccccc2C1=O)Nc1ccc(S(=O)(=O)NCC2CCCO2)cc1 (centres undefined)	1.5	89	2%	0.25	11
13	CCc1ccccc1NC(=O)CSc1nnc(-c2ccco2)n1N	-3.5	105	4%	-0.036	6
14	CCOc1ccccc1-n1c(SCC(=O)NC(C)CC)nnc1-c1ccoc1C (centres undefined)	-1.5	92	1%	-0.00019	5
15	Cn1c(=O)c(C(=S)NC(=O)C2CC2)c(N)n(Cc2ccccc2)c1=O	1.7	75	3%	-0.24	7
16	O=C(Nc1ccc(F)cc1)c1ccc(S(=O)(=O)NCC2CCCO2)cc1 (centres undefined)	-1.4	74	5%	-0.86	2

No.	D1 allo mod	Hsp90 block	M1 ag	Autofluor 339
9	-0.24	-1	1.8	1.1
10	-1.1	-5	5*	1.2
11	-0.84	0	9.4*	1.1
12	/	-2	0.013	1
13	-1.4	-4	0.65	1.3
14	-0.62	-2	0.083	1.1
15	0.41	1	-0.21	1
16	-0.7	-1	-0.97	1.1

The listing continues:
No.	molecule	HTR1A agonist	HER2 expr 66K	NADH enzymes	M1 antagonist	Ec RNAP inh
17	COc1ccccc1C(=O)NCCCN1CCCC1=O	1.0	113	5%	0.77	2
18	O=C(NCC1COc2ccccc2O1)C1C2C=CC3(CN(Cc4ccccc4Cl)C(=O)C13)O2 (centres undefined)	-2.3	56	5%	-0.1	0
19	O=C(COc1ccc(Cl)cc1Cl)NCCCN1CCOCC1	-2.9	111	3%	0.18	9
20	CCOc1ccc(NC(=O)CSc2nnc(-c3ccco3)n2C)cc1	0.0	105	11%	0.17	9
21	Cc1ccc(-n2c(C)cc(C(=O)COC(=O)c3c(C)noc3C)c2C)cc1	1.2	81	3%	-0.33	8
22	O=S1(=O)CCC(S(=O)(=O)N2CCCCCC2)C1 (centres undefined)	-1.2	136	2%	-0.21	0
23	O=C(CSc1nnc(Cn2c(=O)sc3ccccc32)n1-c1ccccc1)N1CCCCCC1	2.1	88	3%	0.036	14
24	CCC(C)(C)NC(=O)C(c1cccnc1)N(CCOC)C(=O)Cn1nnc2ccccc21 (centres undefined)	-0.9	112	2%	0.59	6

No.	D1 allo mod	Hsp90 block	M1 ag	Autofluor 339
17	-0.037	-1	-0.99	1.1
18	-0.047	/	-1.1	0.94
19	0.1	-2	-0.37	1.1
20	0.36	2	-1.8	1.1
21	0.31	-3	-1.4	1
22	/	2	-0.35	1.1
23	0.32	0	0.1	1.1
24	-0.78	-2	-0.25	1.1

(more compounds)
No.	molecule	HTR1A agonist	HER2 expr 66K	NADH enzymes	M1 antagonist	Ec RNAP inh
25	Cc1cc(C)n2nc(SCC#N)nc2n1	0.2	59	2%	0.8	-1
26	CCn1nnnc1SCC(=O)NCc1cccs1	-0.3	105	8%	0.53	11
27	CCOC(=O)C1CCN(C(C(=O)NC2CCCCC2)c2ccc(OC)cc2)CC1 (centres undefined)	-0.9	74	5%	0.31	7
28	O=C1CC(N2CCCc3ccccc32)C(=O)N1c1ccccc1 (centres undefined)	-1.9	96	4%	0.14	3
29	Cc1nnc(SCCN2CCOCC2)n1-c1cccc(Cl)c1	-4.2	97	11%	-0.23	-1
30	O=C(CCN1C(=O)C2C3C=CC(C3)C2C1=O)Nc1nccs1 (centres undefined)	-2.2	103	0%	0.18	2
31	CCCOc1ccc(C(=O)NCc2ccco2)cc1	0.3	82	2%	0.63	8
32	CC(=O)N1CCc2cc(S(=O)(=O)NCCCN3CCN(Cc4ccccc4)CC3)ccc21	-0.7	92	2%	-1.1	9

No.	D1 allo mod	Hsp90 block	M1 ag	Autofluor 339
25	-0.025	-3	0.01	1.1
26	1.2	-1	-0.8	1
27	0.37	/	-0.27	0.87
28	-0.024	2	-0.37	1.1
29	0.44	-1	-0.26	1.1
30	0.051	0	1	1.1
31	1.1	-3	-0.63	1.1
32	-0.5	-5	-0.37	1.1

Later entries.
No.	molecule	HTR1A agonist	HER2 expr 66K	NADH enzymes	M1 antagonist	Ec RNAP inh
33	O=C(O)CN(c1ccccc1F)S(=O)(=O)c1ccccc1	/	101	5%	0.12	0
34	O=C(CSc1ccccc1C(=O)NCCCN1CCCC1=O)NCc1ccco1	-4.8	86	2%	0.015	5
35	NC(=O)CC1NC(=O)c2ccccc21 (centres undefined)	-2.7	115	5%	-0.91	8
36	CC(C)(C)n1nnnc1C(c1cccs1)N1CCN(Cc2ccccc2)CC1 (centres undefined)	-0.7	95	4%	0.0024	11
37	O=C(NCc1ccco1)C1CCCCN1S(=O)(=O)c1ccc(F)cc1 (centres undefined)	2.6	89	5%	-0.47	-5
38	O=C(OC1CCCCC1)c1ccc(NC(=O)c2ccco2)cc1	-7.4	83	8%	0.13	4
39	CCc1nc(SCCO)c2oc3ccccc3c2n1	1.3	72	2%	0.38	-2
40	COC(=O)Cc1c(C)nc2nc(NCc3c(F)cccc3Cl)[nH]n2c1=O	-0.6	82	3%	/	5

No.	D1 allo mod	Hsp90 block	M1 ag	Autofluor 339
33	-0.23	/	0.73	1.1
34	-0.6	-8	-0.0048	1.2
35	-1.8	-4	0.27	1.1
36	-1.5	1	-0.32	1
37	/	-1	0.5	1.1
38	-1	-2	0.3	0.94
39	10*	-1	-0.069	1.1
40	0.72	-10	/	1.1

(list continues)
No.	molecule	HTR1A agonist	HER2 expr 66K	NADH enzymes	M1 antagonist	Ec RNAP inh
41	COC(=O)c1c(NC(=O)c2ccc(S(=O)(=O)N3CCOCC3)cc2)sc2c1CCN(C)C2	-0.6	101	4%	-0.33	11
42	COc1cc(COCC(O)CN2CCOCC2)cc(OC)c1OC (centres undefined)	-1.0	101	11%	0.11	1
43	O=C1c2ccccc2C(=O)N1c1nc(-c2cccs2)cs1	-1.0	54	1%	0.56	11
44	CN(C)C(=O)CN1C(=O)C2CC=C(Cl)CC2C1=O (centres undefined)	1.8	123	8%	0.044	-6
45	CC(=O)c1ccc(OCC(O)CN(C)Cc2cccs2)cc1 (centres undefined)	-1.9	70	14%	-0.24	10
46	CC(C)CCNC(=O)C(c1ccco1)N(C(=O)Cn1nnc2ccccc21)c1ccc2c(c1)OCO2 (centres undefined)	-0.9	101	5%	-0.73	2
47	COc1ccccc1Cn1c(=S)[nH]c2cc(C(=O)NCCN3CCOCC3)ccc2c1=O	-0.2	105	5%	-1.4	3
48	CCOC(=O)CNc1nc(-c2ccncc2)nc2ccccc12	-3.1	101	6%	-0.002	9

No.	D1 allo mod	Hsp90 block	M1 ag	Autofluor 339
41	-1.1	-2	0.7	1.1
42	-0.61	2	-1.2	0.79
43	0.054	-11	0.55	1.1
44	-0.55	-4	-0.15	1.1
45	1.6	-3	0.76	1.1
46	0.047	1	0.036	1.1
47	0.57	-5	-0.84	1.1
48	1.3	-2	0.7	1.1

Continuation:
No.	molecule	HTR1A agonist	HER2 expr 66K	NADH enzymes	M1 antagonist	Ec RNAP inh
49	FC(F)(F)C1CC(c2cccs2)Nc2ncnn21 (centres undefined)	-2.3	117	3%	1.3	4
50	Cn1c(=O)c2nc(-c3ccc(Cl)cc3Cl)oc2c2ccccc21	0.9	56	4%[fluoresces]	0.028	-1
51	Cc1ccc(Nc2nc(=O)c3cccnc3s2)cc1	-3.4	107	4%	1.4	-6
52	CCOC(=O)C1=C(N)n2c(s/c(=C\c3ccco3)c2=O)=C(C(=O)OCC)C1c1ccco1 (centres undefined)	-2.2	52	6%	0.24	0
53	C=CCSc1nnc(NC(=O)c2ccc(S(=O)(=O)NCC3CCCO3)cc2)s1 (centres undefined)	-0.5	93	2%	-0.37	18
54	Cc1cccn2c(=O)c3cc(C(=O)NCC4CCCO4)n(C)c3nc12 (centres undefined)	-2.8	69	9%[fluoresces]	0.8	/

No.	D1 allo mod	Hsp90 block	M1 ag	Autofluor 339
49	-0.0033	-1	0.79	1.1
50	-0.78	1	-0.82	2*
51	0.3	-1	0.99	1.1
52	0.31	-5	-0.029	1.1
53	-0.15	-6	-0.11	1
54	0.2	0	-0.51	5*

Structural class, the compounds so far with a Cl atom (7)
No.	molecule	HTR1A agonist	HER2 expr 66K	NADH enzymes	M1 antagonist	Ec RNAP inh
5	COc1ccc(OC)c(C2/C(=C(\O)c3ccc(OC)c(Cl)c3)C(=O)C(=O)N2CCN(C)C)c1 (centres undefined)	-0.1	106	3%	-0.51	6
18	O=C(NCC1COc2ccccc2O1)C1C2C=CC3(CN(Cc4ccccc4Cl)C(=O)C13)O2 (centres undefined)	-2.3	56	5%	-0.1	0
19	O=C(COc1ccc(Cl)cc1Cl)NCCCN1CCOCC1	-2.9	111	3%	0.18	9
29	Cc1nnc(SCCN2CCOCC2)n1-c1cccc(Cl)c1	-4.2	97	11%	-0.23	-1
40	COC(=O)Cc1c(C)nc2nc(NCc3c(F)cccc3Cl)[nH]n2c1=O	-0.6	82	3%	/	5
44	CN(C)C(=O)CN1C(=O)C2CC=C(Cl)CC2C1=O (centres undefined)	1.8	123	8%	0.044	-6
50	Cn1c(=O)c2nc(-c3ccc(Cl)cc3Cl)oc2c2ccccc21	0.9	56	4%[fluoresces]	0.028	-1

No.	D1 allo mod	Hsp90 block	M1 ag	Autofluor 339
5	-0.052	-2	-0.59	1.1
18	-0.047	/	-1.1	0.94
19	0.1	-2	-0.37	1.1
29	0.44	-1	-0.26	1.1
40	0.72	-10	/	1.1
44	-0.55	-4	-0.15	1.1
50	-0.78	1	-0.82	2*

Outcome played no part in choosing rows (roughly 16% active in at least one column).
